Source: PubChem
MITF act: MITF TRPM1 promoter activation in melanoma cells; SK-MEL-5 TRPM1-promoter luciferase, 24 h; % of positive control, neutral wells = 0; hit rate 0.75% among 300,000; activation, % at 12.5 µM;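 active = mean activation of at least 80% with every replicate also reaching 80%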;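 also: 0% = neutral control wells and 100% = parthenolide positive control wells; values of inactives mirror those of a sister screen read the other way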
PKA-R2B activ: activators of human PKA-R2B complex; P22694+P31323; PKA-R2B holoenzyme dissociation, Cy5-IP20 fluorescence polarization; R2B truncated from residue 108, S112A mutant; 0% DMSO only, 100% 113 µM cGMP; activation, % at 11.4 µM; hit rate 0.079% among 340,000;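 active = activation above a cutoff set at the mean over all compounds plus 3 SD, cut at about 18% in these data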;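 also: higher means more holoenzyme dissociation and a rise in polarization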
Mot1-301 SUMO: blocks SUMOylation pathway, rescuing yeast Mot1-301 growth. growth rescue, % at 18.8 µM. S. cerevisiae Mot1-301 growth rescue, ATP luminescence, 38.5C; percent above DMSO median, 100 means doubled. hit rate 1% among 320,000. AID 2716;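 active = every valid replicate shows activation above 250% relative to neutral control wells; inactive = the rest, any valid replicate at or below 250%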;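 also: OY570 slx delta 5 strain wells were the positive control but not used for scaling; some compounds called inactive have numbers as strong as hits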
Arrestin-AP2 inh: human beta-arrestin and AP2 interaction inhibition. FITC-arrestin peptide / GST-AP2 beads, flow cytometry; AP2 beta2 appendage carries R879A mutation. inhibition, % at 10 µM. hit rate 0.31% among 340,000. AID 504490;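 active = inhibition above a set limit, near 3 SD of compounds lacking own fluorescence, cut at about 54% in these data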;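 also: plate controls were DMSO wells for no effect and 5 µM unlabelled arrestin peptide for full effect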
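test system = AP2 appendage R879A on GSH beads | buffer or medium = PBS plus Tween 20 (0.05%) and BSA (0.1%) | incubation = 12 min plus 1 h, RT | detection = bead flow cytometry, FITC channel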
PKA-R1A act: PKA-R1A complex activation | P00514+P68181 | PKA-R1A dissociation, Cy5-IP20 fluorescence polarization; scaled: DMSO 0%, 113 µM cGMP 100% | activation, % at 11.4 µM | hit rate 0.083% among 340,000 | AID 504707;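 active = percent activation above the mean of all tested compounds plus 3 SD, cut at about 19% in these data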;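 also: higher means more PKAc released from R1A so a rise in polarization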
dFosB activator: activators of mouse delta FosB homodimer. P13346. AID 493131. activation, % at 25 µM. purified delta FosB, TAMRA-CDK5 oligo fluorescence polarization; percent of positive-control signal above neutral wells. hit rate 0.99% among 340,000;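 active = mean activation above about 17%, with every replicate also reaching it, limit read from the data, passing the limit was not always enough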;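 also: fluorescence polarization rise as delta FosB binds a TAMRA Cdk5 AP-1 oligo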
Pemphigus Ab inh: inhibitors of pemphigus antibody binding to human desmoglein-3; P32926; DSG3-coupled beads, scFv-anti-DSG3-GFP binding, flow cytometry; active compounds read low; binding (percent of control), % at 10 µM; hit rate 0.48% among 310,000;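 active = binding more than 3 SD below its plate's average and above zero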;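 also: hits lower antibody fragment binding to DSG3; some compounds called inactive have numbers as strong as hits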
CDK5 p35 inh: CDK5/p35 (human) kinase inhibition | inhibition, % at 10 µM | hit rate 0.01% among 330,000 | AID 488839 | Recombinant CDK5/p35, ADP-Glo luminescence, 60 min | Q00535+Q15078;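 active = highest replicate inhibition of at least 50% and at least 75% of replicates reaching 50%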;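 also: plate controls were DMSO neutral control for no effect and GW8510 at 10 µM for full effect; many of its hits are not listed in these tables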
Target sequence (Q00535 whole entry, looked up): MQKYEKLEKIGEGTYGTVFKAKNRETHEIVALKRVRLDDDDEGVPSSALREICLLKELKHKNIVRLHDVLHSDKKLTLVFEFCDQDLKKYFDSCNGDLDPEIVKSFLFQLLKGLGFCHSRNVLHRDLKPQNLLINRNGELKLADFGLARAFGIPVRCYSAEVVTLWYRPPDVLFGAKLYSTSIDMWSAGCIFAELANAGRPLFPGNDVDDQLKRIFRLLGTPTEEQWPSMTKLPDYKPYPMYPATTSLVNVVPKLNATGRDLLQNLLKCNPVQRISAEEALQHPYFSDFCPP
Target sequence (Q15078 whole entry, looked up): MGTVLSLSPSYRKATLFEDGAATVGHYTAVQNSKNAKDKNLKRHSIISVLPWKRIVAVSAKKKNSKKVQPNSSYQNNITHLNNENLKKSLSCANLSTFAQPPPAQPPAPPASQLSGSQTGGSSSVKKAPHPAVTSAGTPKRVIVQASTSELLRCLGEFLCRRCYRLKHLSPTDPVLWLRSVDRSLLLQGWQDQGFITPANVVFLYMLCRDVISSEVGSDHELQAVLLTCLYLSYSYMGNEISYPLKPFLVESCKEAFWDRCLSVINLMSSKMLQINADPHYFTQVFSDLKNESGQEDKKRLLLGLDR
NSD2 inh: blocks human histone methyltransferase NSD2. hit rate 0.54% among 310,000. AID 743445. NSD2 peptide methylation, AlphaScreen, 120 min. inhibition, % at 12.5 µM; in the data active = inhibition above about 50%
SR-BI HDL uptake: inhibitors of mouse SR-BI mediated HDL lipid uptake; Q61009; ldlA[mSR-BI] CHO cells, DiI-HDL uptake fluorescence, 3 h; inhibition, % at 12.5 µM; hit rate 0.96% among 320,000; AID 488896;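 active = mean replicate inhibition of at least 70% and a set share of replicates each scoring 70 or more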;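 also: 0% = median of neutral control wells and 100% = median of positive control wells; values of inactives mirror those of a sister screen read the other way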
Target sequence (Q61009 whole entry, looked up): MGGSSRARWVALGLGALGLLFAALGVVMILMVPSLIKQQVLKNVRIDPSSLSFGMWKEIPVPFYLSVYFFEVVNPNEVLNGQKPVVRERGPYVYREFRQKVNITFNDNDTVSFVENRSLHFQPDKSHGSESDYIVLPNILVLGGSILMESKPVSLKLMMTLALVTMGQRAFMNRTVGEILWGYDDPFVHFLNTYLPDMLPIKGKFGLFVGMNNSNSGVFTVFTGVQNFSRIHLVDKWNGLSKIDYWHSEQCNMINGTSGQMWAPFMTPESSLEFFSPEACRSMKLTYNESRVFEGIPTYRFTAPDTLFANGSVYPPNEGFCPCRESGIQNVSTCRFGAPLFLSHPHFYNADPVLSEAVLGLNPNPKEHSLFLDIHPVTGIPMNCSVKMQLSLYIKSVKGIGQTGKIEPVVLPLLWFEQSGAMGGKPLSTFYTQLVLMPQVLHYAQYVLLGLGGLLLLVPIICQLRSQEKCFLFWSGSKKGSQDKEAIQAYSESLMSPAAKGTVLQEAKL
SR-BI uptake up: SR-BI HDL lipid transfer activation. hit rate 0.096% among 320,000. CHO ldlA[mSR-BI] cells, DiI-HDL uptake fluorescence, 3 h; 100 = double the neutral-control signal. AID 504775. activation, % at 12.5 µM;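 active = mean replicate activation of at least 60% and every replicate at or above 60%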;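 also: 0% = median plate neutral-control signal and 100% = twice that signal; values of inactives mirror those of a sister screen read the other way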
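Material: SR-BI-overexpressing, LDLR-lacking CHO cells | Dosing: Single compound concentration, delivered by pin transfer | Probe or stimulus: Labelled HDL, 10 µg/mL | Signal: Bottom-read cell fluorescence after medium removal, ex 550/em 595 nm | Schedule: 3 h, 37 °C | Evaluation: HDL uptake via cellular fluorescence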
Starred values were filed as active, the others as inactive; i = inactive; / = not tested or not shown. Outcome played no part in choosing rows; 4.7% or so of the library scored in one or more.

MITF act	PKA-R2B activ	Mot1-301 SUMO	Arrestin-AP2 inh	PKA-R1A act	dFosB activator	Pemphigus Ab inh	CDK5 p35 inh	NSD2 inh	SR-BI HDL uptake	SR-BI uptake up	SMILES
20.7	6.5	-7.2	-3.0	-9.3	-3.5	94.7	-0.5	/	-30.3	30.3	CCOC(=O)[C@@H]1[C@H]2COc3cc(OC)ccc3[C@H]2N2C(=O)N(c3ccccc3)C(=O)[C@]12C
/	-2.1	-1.6	-0.6	11.2	-1.2	/	-1.7	-0.4	/	/	Cn1c(=O)cc(OCC(=O)NCc2cccnc2)c2ccccc21
-47.7	-3.1	-1.1	2.9	-14.8	-5.8	93.1	-2.0	5.4	-5.9	5.9	O=c1c2ccc(Cl)cc2nc(-c2cccc(C(F)(F)F)c2)n1O
-13.1	-9.1	16.5	2.7	-2.3	-11.5	101.8	-1.3	/	-18.1	18.1	CC(=O)C[C@H]1c2cc(C(F)(F)F)ccc2S(=O)(=O)N1C1CCCCC1
8.2	2.2	4.8	-6.4	-2.9	-8.8	102.3	-1.0	4.7	-21.8	21.8	CCOC(=O)c1ccc(NC(=O)CSc2nc(N)c(NC(=O)c3ccc(Br)o3)c(=O)[nH]2)cc1
/	-7.0	/	17.5	-5.1	-1.7	109.0	-2.9	0.2	-16.4	16.4	CCS(=O)(=O)N1CCC(NC(=O)C(Cc2cccc(OC)c2OC)NC(C)=O)CC1 (configuration not stated)
-5.2	-16.1	-13.5	1.4	-19.7	-5.0	99.5	1.1	-0.4	1.7	-1.7	Cc1ccc(S(=O)(=O)N(C)C)cc1NC(=O)COC(=O)CNC(=O)c1cccs1
-3.7	-2.8	-5.2	-1.5	-11.6	-4.1	114.0	-2.4	/	19.0	-19.0	COc1cccc(NC(=O)CSc2nnc(Cn3c(=O)sc4ccccc43)n2C)c1
/	9.2	16.4	-2.4	5.2	-5.2	102.3	-0.7	/	2.3	-3.1	Cc1cc(C)c2sc(NNC(=O)C3COc4ccccc4O3)nc2c1 (configuration not stated)
/	-10.8	13.4	-9.2	-0.6	0.3	118.2	0.3	-3.8	45.7	-45.7	CC(C)CNC(=S)N1CCN(c2nc(-c3ccc(Cl)cc3)cs2)CC1
-7.8	-8.1	-27.9	-0.7	2.7	2.0	102.3	-4.8	0.2	/	/	COc1ccc(OC)c(NC(=O)c2ccc(NC(C)=O)cc2)c1
-3.1	-0.7	6.5	-4.4	3.7	-6.8	94.2	0.6	-0.6	-21.7	21.7	CCOC(=O)C(=O)Nc1ccccc1C(=O)NCc1ccccc1
-12.3	-8.4	-8.7	-21.1	-10.5	1.8	95.4	-2.3	/	-4.9	4.9	CN(C(=O)CSc1nc(N)nn1-c1ccccc1)c1ccccc1
-2.8	-3.1	-20.7	4.4	-16.4	-4.2	97.3	0.4	1.2	-16.2	16.2	NC(=O)c1ccc(NC(=O)COC(=O)CCCc2c[nH]c3ccccc23)cc1
-7.9	1.3	6.3	-1.2	-7.0	-5.7	89.1	-0.1	-0.7	-14.7	14.7	COc1cc(/C=N/NC(=O)c2cccc(NC(=O)c3ccccc3Cl)c2)ccc1O
5.7	-11.2	-3.0	-2.0	-1.2	0.3	/	-0.6	-0.2	/	/	O=C(CCC(=O)OCC(=O)c1ccc(F)cc1)NC1CCCCC1
-6.8	-0.8	4.5	-2.3	-2.4	-10.8	87.7	-4.2	/	/	/	N#Cc1c(N(CCO)CCO)nc(N)c2c(N)nc3c(c12)CC(=O)N3Cc1cccs1
-8.8	-6.4	-12.1	10.4	-13.9	6.5	100.4	3.4	1.4	-6.5	6.5	O=S(=O)(c1ccccc1)c1nc(Nc2cccc(O)c2)sc1Cl
-8.2	5.5	221.8	6.0	-1.1	-2.3	99.7	2.1	2.4	-7.7	7.7	O=C(CCSCCc1ccccn1)Nc1ccc(Br)cn1
2.0	-4.8	-14.1	6.0	-13.6	13.2	97.6	-1.2	-2.5	1.1	-1.1	COCc1c(C(=O)N/N=C(/C)c2ccccc2)nnn1-c1nonc1N
6.7	6.5	0.1	21.0	2.2	6.4	121.8	1.6	1.5	0.5	-0.5	CCNS(=O)(=O)c1ccc(OCCNS(C)(=O)=O)cc1
-9.8	1.5	110.2	29.3	-10.1	-1.4	/	0.9	-1.2	-12.8	12.8	CCCc1cc(=O)[nH]c(Nc2cc(OC)ccc2OC)n1
/	-7.8	-0.9	2.8	-11.5	-1.1	101.6	0.9	/	27.8	-27.8	CC(C)c1nc(SCC(=O)c2ccccc2)c2c(=O)n(C)c(=O)n(C)c2n1
1.5	0.1	12.5	-3.2	-3.1	2.9	95.5	0.6	/	2.3	-2.3	Cc1cn(-c2cccnc2)c(C)c1CNC[C@H]1O[C@@H](n2cnc3c(N)ncnc32)[C@H](O)[C@@H]1O
-7.0	7.2	-25.8	-40.6	-4.9	-3.3	100.7	-0.3	-3.7	-10.5	10.5	CC(=O)N1N=C(c2ccccc2)OC1c1cccnc1 (configuration not stated)

No new results follow: entries from further up.
MITF act	PKA-R2B activ	Mot1-301 SUMO	Arrestin-AP2 inh	PKA-R1A act	dFosB activator	Pemphigus Ab inh	CDK5 p35 inh	NSD2 inh	SR-BI HDL uptake	SR-BI uptake up	SMILES
/	-7.8	-0.9	2.8	-11.5	-1.1	101.6	0.9	/	27.8	-27.8	CC(C)c1nc(SCC(=O)c2ccccc2)c2c(=O)n(C)c(=O)n(C)c2n1
1.5	0.1	12.5	-3.2	-3.1	2.9	95.5	0.6	/	2.3	-2.3	Cc1cn(-c2cccnc2)c(C)c1CNC[C@H]1O[C@@H](n2cnc3c(N)ncnc32)[C@H](O)[C@@H]1O
-7.0	7.2	-25.8	-40.6	-4.9	-3.3	100.7	-0.3	-3.7	-10.5	10.5	CC(=O)N1N=C(c2ccccc2)OC1c1cccnc1 (configuration not stated)

Next part.
MITF act	PKA-R2B activ	Mot1-301 SUMO	Arrestin-AP2 inh	PKA-R1A act	dFosB activator	Pemphigus Ab inh	CDK5 p35 inh	NSD2 inh	SR-BI HDL uptake	SR-BI uptake up	SMILES
27.2	-6.5	-7.3	-2.5	-11.5	13.9	129.2	0.3	2.8	2.7	-2.7	COc1ccc(C(CNC(=O)c2ccc(C)c(S(=O)(=O)Nc3ccccc3OC)c2)N2CCCC2)cc1 (configuration not stated)
/	-9.4	3.9	1.7	-7.2	20.2*	103.2	-0.1	-3.3	-35.3	35.3	Cn1cnnc1SC(C(=O)Nc1cc(Cl)cc(Cl)c1)c1ccccc1 (configuration not stated)
-12.6	4.9	-18.8	/	6.2	-5.8	100.5	-0.5	-1.4	30.2	-30.2	Cc1cccc(N2C(=O)C(Cc3ccccc3)NC2=S)c1 (configuration not stated)
0.9	-1.1	45.0	28.6	3.9	1.1	120.9	0.9	0.2	-2.9	2.9	COc1cccc(CNC(=O)CCC2CCCN(C(=O)CCc3c(C)noc3C)C2)c1 (configuration not stated)
9.1	1.0	9.8	-8.2	-5.5	-3.5	113.8	-0.6	-1.5	-23.2	23.2	COc1ccc(C2(O)CN(c3ccc(C)cc3)C3=[N+]2CCCC3)cc1 (configuration not stated)
/	-4.8	9.4	0.1	-1.0	-11.1	98.7	-0.6	/	23.9	-23.9	CCOC(=O)c1sc2nc(NC(=O)C3CC3)sc2c1C
-1.0	1.1	-6.8	3.3	2.3	-1.0	99.6	1.0	-1.4	11.1	-11.1	CN(C)S(=O)(=O)c1cccc(NC(=O)Cn2cnc3ccccc3c2=O)c1
-6.8	-6.7	-13.1	-12.4	-7.8	-3.6	98.6	0.4	-1.0	-4.8	4.8	Cc1nnc(Sc2nc3c(c(=O)n(C)c(=O)n3C)n2Cc2ccc(Cl)cc2)s1
-0.2	-5.6	i	5.1	2.6	-10.8	106.1	-0.7	-0.3	-29.8	29.8	O=c1ccc(/C=C/c2ccccc2)nn1Cc1ccc(Cl)cc1Cl
16.9	-2.0	13.6	8.7	-8.4	-0.5	92.8	1.1	3.5	/	/	O=[N+]([O-])c1ccccc1S(=O)(=O)c1ccccc1
7.7	6.2	-7.9	13.7	-0.2	-10.7	103.0	-0.3	-4.9	-16.7	16.7	Nc1nc(SCC(=O)Nc2ccc(Cl)cc2)[nH]c(=O)c1-c1ccccc1
/	-5.8	-12.1	-3.9	7.9	-2.9	106.3	-1.0	2.8	-30.6	30.6	CCOCCCNC(=O)c1ccc2c(c1)OCO2
-4.5	11.6	/	-11.7	-10.4	2.8	98.0	1.0	-0.5	-26.9	26.9	Cc1cc(NC(=O)c2c(Br)cnn2C)no1
-6.1	-4.0	-7.5	1.4	-15.8	-5.9	95.2	0.8	0.7	7.3	-7.3	COc1cccc(C(O)c2nc3ccccc3n2C(C)C)c1 (configuration not stated)
35.4	1.5	/	6.8	-5.1	1.3	97.2	1.0	-1.4	3.5	-3.5	Nc1c(N(Cc2ccccc2)C(=O)COc2ccc([N+](=O)[O-])cc2)c(=O)[nH]c(=O)n1Cc1ccccc1
4.3	1.7	3.0	13.0	-5.7	-9.1	106.9	1.0	-1.9	39.5	-39.5	O=C(NNC1=Nc2ccccc2SC1)c1ccc(F)cc1
-2.0	6.4	-4.5	-3.2	-7.4	2.1	103.5	-6.5	1.6	/	/	CC1(C)C2([N+](=O)[O-])CN3CC1([N+](=O)[O-])CN(C2)C3C(O)C(O)C(O)CO (configuration not stated)
-3.1	-15.0	-8.9	29.7	1.8	-8.4	107.2	-0.9	3.3	65.1	-65.1	CCOC(=O)c1c(CN2CCOCC2)n(-c2ccccc2)c2ccc(O)cc12
-9.3	0.6	-2.1	2.4	-19.0	-2.8	103.4	-0.5	/	2.9	-2.9	O=S(=O)(NCCc1csc(-c2ccccc2)n1)c1ccc2c(c1)OCCO2
-4.3	-4.7	-8.3	13.4	-7.1	-2.1	107.0	0.9	/	-16.7	16.7	CC(OC(=O)c1cc2sccc2n1C)C(=O)NCC1CCCO1 (configuration not stated)
5.8	2.6	3.5	-12.9	12.1	2.5	97.2	0.4	-0.3	5.5	-5.5	COc1cc(Cc2nccc3cc(OC)c(OC)cc23)c(NC(C)=O)cc1OC
/	-2.5	0.1	4.9	-5.3	-8.4	105.6	0.2	/	18.7	-18.7	CC(=O)Nc1nonc1-c1nc2ccccc2n1Cc1ccccc1
-3.9	-1.5	226.8	14.8	5.2	-3.8	112.3	0.5	0.0	48.7	/	CC(C)(C)Nc1nc(N2CCCC2)nc(N2CCCC2)n1
-4.3	6.9	-0.7	1.2	3.4	1.8	108.3	-8.2	-5.0	-8.0	8.0	COc1ccc(C)cc1-n1nnnc1SCC(=O)c1cc(C)n(Cc2ccco2)c1C
